Screening data as filed in PubChem.
iPSC survival up = enhancers of human iPSC single-cell survival. survival enhancement, % at 20 µM. hiPSC single-cell survival, ATPlite luminescence; 100% = ROCK inhibitor wells, 0% = DMSO. actives 0.044% (n = 360,000); in the data active = survival enhancement above about 18%;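 also: cells exposed to compounds for 16 hours before the ATP read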
aDG glyco up = alpha-DG glycosylation activation | Pro5-aDG cells, alpha-DG glycosylation AlphaScreen (IIH6); 0% Pro5, 100% B10-LARGE cell signal | activation, % at 10 µM | actives 0.22% (n = 360,000);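 active = activation of at least 8% versus controls, or a plate z-score of at least 8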;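 also: Pro5 are CHO cells carrying HIG-tagged alpha-DG that lacks glycosylation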
N-glyco inh = blocks N-linked glycosylation in D54 reporter cells | AID 588692 | D54 ERlucT glycosylation luciferase reporter, 24 h; percent of 100 nM tunicamycin response | reporter increase, % at 12.5 µM | actives 0.23% (n = 360,000);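 active = mean luciferase reporter signal, scaled so untreated is 0 and the glycosylation-blocking control 100, at or above a set limit in every replicate; inconclusive = mean reaches the limit but not every replicate does; inactive = mean below the limit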;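 also: luciferase carries N-glycosylation sites so blocking glycosylation raises the light; 0% = median of neutral control wells and 100% = median of 100 nM tunicamycin wells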
Vif inh = inhibitors of HIV Vif | HEK293T cells, Vif self-association by quenched fluorescence, imaging, 24 h | inhibition, % at 7.49 µM | actives 0.35% (n = 340,000); in the data active = inhibition above about 50%, passing the limit was not always enough; inconclusive = no clear call, values can overlap the other calls; inactive = below about 31%; also: some results filed as inactive read as strong as hits
ABCB6 inh 2 = human ABCB6 transporter inhibition; actives 0.19% (n = 360,000); K562-ABCB6 porphyrin accumulation, flow cytometry, 1 h; active compounds read low; fluorescence ratio to DMSO, % at 10 µM;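 active = fluorescence ratio to DMSO below 75%, the collection mean minus 3 SD; inconclusive = too few cells collected in the well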;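 also: signal is porphyrin accumulated inside mitochondria; 100% equals median channel fluorescence of DMSO control wells; lower ratio means ABCB6 inhibition with less porphyrin fluorescence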
Exocytosis inh = blocks lytic granule exocytosis; TALL-104 LAMP-1 surface exposure, flow cytometry; cells stimulated with thapsigargin and PMA; inhibition, % at 10 µM; actives 0.66% (n = 360,000); AID 651702;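 active = inhibition above about 55%, limit read from the data; inconclusive = no clear call, values can overlap the other calls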
Cardio protect = protects H9c2 cardiomyocytes from peroxide injury. protection from H2O2 cell death, % at 20 µM. actives 0.63% (n = 360,000). H2O2 injury protection, ATPLite, 2 h. AID 588492;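 active = compounds giving at least 50% protection of heart cells from peroxide-induced death in the single-dose screen, raw or plate-pattern-corrected value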;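 also: 0% = DMSO wells with peroxide and 100% = DMSO wells without peroxide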
PDI inh = PDI (human) enzyme inhibition. inhibition, % at 10 µM. actives 0.052% (n = 350,000). P07237. PDI insulin aggregation turbidity, A650, 90 min. AID 588391;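 active = mean inhibition across replicates of 30% or more, whatever share of single replicates reach that level; inconclusive = mean inhibition below 30% while every single replicate reaches 30%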;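 also: absorbance from insulin aggregation driven by PDI reduction with DTT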
Target sequence (P07237 whole entry, looked up): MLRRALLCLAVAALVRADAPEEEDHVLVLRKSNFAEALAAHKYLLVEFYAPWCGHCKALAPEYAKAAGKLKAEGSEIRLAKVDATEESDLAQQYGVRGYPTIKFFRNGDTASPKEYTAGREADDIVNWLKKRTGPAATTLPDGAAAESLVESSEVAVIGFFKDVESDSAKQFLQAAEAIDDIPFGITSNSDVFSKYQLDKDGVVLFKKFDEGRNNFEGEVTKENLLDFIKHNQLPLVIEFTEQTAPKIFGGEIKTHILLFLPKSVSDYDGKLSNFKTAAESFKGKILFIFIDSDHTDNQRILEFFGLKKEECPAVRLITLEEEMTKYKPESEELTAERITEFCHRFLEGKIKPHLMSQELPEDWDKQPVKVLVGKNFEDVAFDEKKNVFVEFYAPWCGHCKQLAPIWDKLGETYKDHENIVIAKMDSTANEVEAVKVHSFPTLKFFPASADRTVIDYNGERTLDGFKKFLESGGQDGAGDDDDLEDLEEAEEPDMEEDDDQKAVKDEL
CaV13 ICDI inh = Disruptors of the CACNA1D IQ motif to Ca2+-dependent inactivation inhibitor domain association, primary screening, Förster resonance energy transfer in intact living … | HEK cells, CFP/YFP FRET ICDI-IQ, plate reader, 10 min; percent FRET-ratio fall versus neutral wells | AID 743397 | inhibition, % at 12.3 µM | actives 0.098% (n = 340,000);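 active = mean replicate inhibition of at least 30% and at least 1% of replicates passing that level; inconclusive = only one of the two criteria is met; inactive = neither criterion is met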;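 also: 0% = median of the neutral control wells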
m5-HT2A agonist = activates the mouse 5-HT2A serotonin receptor; P35363; CHO-K1 mHTR2A beta-arrestin complementation, luminescence; percent of 30 µM serotonin response; activation, % at 7.6 µM; actives 0.66% (n = 360,000); AID 624169;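 active = activation above a run cutoff, the mean activation of all tested compounds plus 3 SD, cut at about 14% in these data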;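 also: 0% = plate median of compound wells and 100% = 30 µM serotonin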
Target sequence (P35363 whole entry, looked up): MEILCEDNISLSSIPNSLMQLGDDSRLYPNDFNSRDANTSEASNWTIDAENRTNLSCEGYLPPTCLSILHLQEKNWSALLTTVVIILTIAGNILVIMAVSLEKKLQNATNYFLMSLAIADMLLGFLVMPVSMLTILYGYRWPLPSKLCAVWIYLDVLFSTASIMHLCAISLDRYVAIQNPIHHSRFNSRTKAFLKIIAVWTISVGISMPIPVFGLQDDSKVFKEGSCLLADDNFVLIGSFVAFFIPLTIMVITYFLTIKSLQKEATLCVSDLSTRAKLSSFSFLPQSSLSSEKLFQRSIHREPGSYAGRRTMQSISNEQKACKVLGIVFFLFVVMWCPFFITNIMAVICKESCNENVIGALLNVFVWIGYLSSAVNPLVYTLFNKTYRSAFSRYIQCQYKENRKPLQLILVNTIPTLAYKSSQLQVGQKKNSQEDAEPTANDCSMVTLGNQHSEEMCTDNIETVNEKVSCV
* hit, by the source's call; u = inconclusive; x = not tested or not shown.

The opening two compounds (preview)
SMILES	iPSC survival up	aDG glyco up	N-glyco inh	Vif inh	ABCB6 inh 2	Exocytosis inh	Cardio protect	PDI inh	CaV13 ICDI inh	m5-HT2A agonist
N#C/C(=C\c1ccc(OCC(N)=O)cc1)c1ccccc1	-2.7	0.2	0	-8	102	5	-10	-10	-4	1
O=C(Nc1ccccc1)OC1CCS(=O)(=O)C1 (configuration not stated)	0.1	-0.2	4	0	98	0	0	-5	-4	-2

Main list, from the start:
SMILES	iPSC survival up	aDG glyco up	N-glyco inh	Vif inh	ABCB6 inh 2	Exocytosis inh	Cardio protect	PDI inh	CaV13 ICDI inh	m5-HT2A agonist
N#C/C(=C\c1ccc(OCC(N)=O)cc1)c1ccccc1	-2.7	0.2	0	-8	102	5	-10	-10	-4	1
O=C(Nc1ccccc1)OC1CCS(=O)(=O)C1 (configuration not stated)	0.1	-0.2	4	0	98	0	0	-5	-4	-2
CC1CCC(NS(=O)(=O)c2cccc3nsnc23)CC1 (configuration not stated)	0.1	0.0	-3	5	174	u	-3	3	-1	11
Cc1c(N/C(=N/S(=O)(=O)c2cc([N+](=O)[O-])ccc2Cl)c2ccccc2)c(=O)n(-c2ccccc2)n1C	-3.0	0.1	0	-5	92	-1	-14	14	-6	6
CCCC1NC(=O)c2cccnc2-n2c1nc1ccc(Cl)cc1c2=O (configuration not stated)	-0.2	0.1	-1	-1	98	-6	-4	10	-6	3
O=C(O)COc1c(Cl)cc(/C=C2/NC(=O)NC2=O)cc1Br	-1.3	0.5	2	5	98	-5	-6	-3	-8	1
O=C(CN1C(=O)CSc2ccc(S(=O)(=O)N3CCOCC3)cc21)NCCCN1CCCCC1	0.6	0.0	0	-5	94	-5	0	6	-8	-2
CC(=O)Nc1ccc(C(=O)OCC(=O)Nc2c(F)cccc2F)cc1	1.5	0.0	0	-1	99	-4	1	-10	-4	2
CN(C)S(=O)(=O)N1CCc2ccc(NC(=O)C3CCCO3)cc2C1 (configuration not stated)	0.7	-0.3	3	9	112	1	5	-7	x	-5
O=C(CCC1CCCN(C(=O)c2cncs2)C1)NCc1ccc(F)c(F)c1 (configuration not stated)	0.6	1.1	1	1	108	1	12	10	-2	2
Cc1ccc(Nc2nc(NCC3CCCO3)nc(N)c2[N+](=O)[O-])cc1C (configuration not stated)	-1.5	-0.2	-4	-18	103	-6	-3	-3	-5	3
CC(C)c1cccc(C(C)C)c1OCCCCCN1CCOCC1	-0.7	0.4	-5	1	95	3	-2	14	-4	-6
CSc1ccc(S(=O)(=O)N2CCC(C(=O)NCc3cccnc3)CC2)cc1	0.3	0.0	-1	1	94	-3	-8	3	-4	1
CCOC(=O)c1c(C(C#N)C#N)cc(C)nc1C	-0.1	-0.2	1	1	94	-2	2	6	-3	2
O=C(O)c1c(Cl)c(Cl)c(Cl)c(Cl)c1C(=O)N1CCCC1	-1.8	-0.1	3	5	103	0	1	-2	x	1
O=C1CCN(S(=O)(=O)c2ccc(Br)cc2)CCN1	-0.1	-0.3	2	0	96	8	4	0	-7	10
Nc1ccc(Sc2nc3ccccc3[nH]2)cc1	-0.2	-0.4	-1	-6	93	-6	-8	-1	-5	-1
O=c1c2c3c(sc2nc2n1CCC2)CCCC3	0.3	0.0	1	-12	96	-5	3	6	-2	-2
CC1(C)Oc2ccc3ccc(=O)oc3c2[C@@H](O)[C@@H]1O	4.9	0.0	0	-3	100	-8	5	12	-10	2
COc1ccc(OC)c(CN2CCN(C(=O)c3cccc(S(=O)(=O)Nc4ccc(C)cc4)c3)CC2)c1	-0.4	0.2	0	-1	87	2	2	-2	-4	7
O=C(C1=C[C@H](c2coc3ccccc3c2=O)C[C@H](OCc2ccc(CO)cc2)O1)N1CCN(Cc2ccccc2)CC1	3.7	0.4	-3	-3	98	3	38	16	x	-9
N=C1SCC(=O)N1c1ccccc1Cl	0.5	0.0	-4	7	95	0	-1	8	-4	-5
COc1cc(/C=C(\C#N)c2ccccn2)ccc1OCc1ccccc1Cl	1.5	-0.4	-6	7	99	-8	-7	-6	-4	-2
O=C(O)C12CC3CC(C1)CC(n1ncc(NCc4ccco4)c(Cl)c1=O)(C3)C2	-0.6	0.2	1	4	96	7	0	0	-4	-2
Cc1c(Cl)cccc1-n1c(-c2cccnc2)n[nH]c1=S	-1.8	-0.4	0	0	88	11	-8	-14	-12	-2
Cc1ccsc1CNC12CC3CC(CC(C3)C1)C2	-0.3	0.1	-1	1	101	0	4	-6	-4	-6
O=C1[C@H]2[C@@H](c3ccc(Cl)cc3)N3C(=O)N(c4cccc(Br)c4)C(=O)[C@@]3(Cc3ccc(Cl)cc3)[C@H]2C(=O)N1C1CCCCC1	-2.9	1.9	0	2	98	-1	-8	6	-4	9
CC(C)COP(=O)(c1ccc(N(C)C)cc1)C(O)c1ccccc1 (configuration not stated)	-0.3	0.2	1	-16	101	5	-4	11	-11	-1
COc1ccc(C(=O)Nc2ccc(N3CCN(C)CC3)cc2)cc1	-0.4	0.1	-1	24	104	0	0	2	-11	0
Cc1ccc(OCCOc2cccc(Br)c2)c([N+](=O)[O-])n1	-0.4	0.2	3	0	98	4	-16	4	-8	-1
O=C1CCCN1S(=O)(=O)c1ccccc1	0.2	-0.3	4	5	99	2	-3	5	-3	0
O=C(NCCN1C(=O)S/C(=C\c2cccnc2)C1=O)c1ccc([N+](=O)[O-])s1	1.3	0.8	2	-10	101	-2	-2	-5	-6	-1
CC(C)OC(=O)NCCOC(=O)Nc1cccc(Cl)c1	-2.0	0.3	1	x	99	-6	-25	7	-3	2
CCc1nnc(NC(=O)C2CSC3(C)CCC(=O)N23)s1 (configuration not stated)	-0.4	-0.2	1	-5	93	2	9	-1	-6	-2
CCOC(=O)C(C(=O)OCC)C(c1ccccc1)N1CCN(c2ccccc2)CC1 (configuration not stated)	-1.5	-0.1	1	-6	99	4	-12	2	-5	9
C=CCN=C(NC#N)SCC(=O)c1cccc(OC)c1	-0.8	0.0	9	2	107	-2	-4	8	-8	-3
COC(=O)c1[nH]c2cc(OC)ccc2c1NC(=O)CCN1CCN(Cc2ccc3c(c2)OCO3)CC1	1.1	-0.1	-3	-11	100	-1	-3	9	-3	-4
CSc1ncccc1C(=O)OCC(=O)NC(C)C	-0.6	0.0	-2	-11	103	0	4	-1	-7	4
O=C(N/N=C/C(Br)=C/c1ccccc1)NC1CCCCC1	-0.5	-0.2	11	-6	102	13	-6	-1	-5	-3
Cc1ccccc1C(=O)N(Cc1cccs1)C1CCS(=O)(=O)C1 (configuration not stated)	-0.5	-0.1	2	14	95	-1	3	-6	-3	7
CCOc1ccc(NC(=O)c2cc(=O)[nH]c3ccccc23)cc1	0.1	0.1	1	-1	94	-12	-1	16	10	13
Fc1ccc(N2CCN(c3nnnn3-c3ccccc3)CC2)cc1	-0.7	-0.1	0	-6	98	-2	-6	-2	-6	0
O=C(CCSCCc1ccncc1)NCCCN1CCOCC1	1.3	0.0	0	-2	100	1	12	5	x	2
COc1ccc(C(=O)NC2CCCN(Cc3ccc(Cl)cc3)C2)c(OC)c1 (configuration not stated)	2.0	0.1	-3	-16	98	41	-3	-1	-20	-5
CS(=O)(=O)N(CC(=O)Nc1cccc([N+](=O)[O-])c1)c1ccccc1	-1.1	-0.4	0	1	96	12	2	20	-5	9
Cc1cccc(C(=O)NCC(=O)OCC(=O)c2ccc(Br)s2)c1	2.1	0.6	2	-1	100	-3	1	-5	-5	-8
Cc1ccc(O)c(NC(=O)c2cc3nc4c(c(C(F)(F)F)n3n2)CCc2ccccc2-4)c1	-4.5	1.0	1	-2	x	-2	7	-2	-6	16*
O=C(O)Cn1c(-c2ccccn2)nc2ccccc21	-0.4	-0.1	1	1	101	-8	2	4	-3	0
Cc1ccc(C(=O)Nc2ccc(CC(=O)O)cc2)o1	1.0	0.1	1	15	97	0	3	-4	-3	-1
CCOCCCNC(=O)C(c1ccc(C)cc1)N(Cc1cccs1)C(=O)c1ccccn1 (configuration not stated)	-0.4	-0.2	-1	-7	96	-2	12	3	-6	-3
CCOC(=O)c1cnc(SCC(=O)OCC(=O)N(CC)C2CCS(=O)(=O)C2)nc1N (configuration not stated)	0.7	0.2	3	10	94	-18	-6	8	-4	-6
O=C(COc1ccc(S(=O)(=O)N2CCOCC2)cc1)NCCCn1ccnc1	0.3	-0.3	3	2	154	-2	-4	0	-4	-1
COc1cc(OC)cc(C(=O)Nc2cccc(NC(=O)c3cccs3)c2)c1	-0.6	-0.1	-1	x	100	4	6	-5	-6	2
O=C(Nc1c(F)cc(F)cc1Br)c1cc2nc(C(F)F)cc(C(F)F)n2n1	-1.5	-0.1	-3	x	98	0	-4	-15	x	0
CC(C)Oc1ccc(-c2cc(C(=O)NCCN3CCOCC3)c3ccccc3n2)cc1	-4.1	0.2	-2	6	97	4	-16	12	-3	2
COc1ccc(NC(=O)c2cccc(S(=O)(=O)N3CCN(C)CC3)c2)c(OC)c1	0.9	-0.1	1	54*	102	-6	-2	-7	-18	1
O=C(Nc1cccc2ncccc12)c1cc(Br)ccc1Cl	-0.3	-0.1	0	-2	97	5	1	0	-11	0
O=C(O)c1ccc(N/N=C/c2cccc(C(F)(F)F)c2)cc1	0.1	0.0	2	8	91	-6	2	-8	-4	0
O=C1C=CC(n2cc(F)c(=O)[nH]c2=O)O1 (configuration not stated)	0.7	0.3	1	-3	101	-3	8	14	-6	5
COc1ccc(C)cc1NC(=O)C(Sc1nnc(-c2cccs2)o1)c1ccccc1 (configuration not stated)	-0.3	-0.3	-1	6	94	-5	4	-4	-5	0
(continued)
SMILES	iPSC survival up	aDG glyco up	N-glyco inh	Vif inh	ABCB6 inh 2	Exocytosis inh	Cardio protect	PDI inh	CaV13 ICDI inh	m5-HT2A agonist
Cc1cc(C(=O)N/N=C/c2ccc([N+](=O)[O-])cc2)c2ccccc2n1	-0.2	-0.1	23	-2	93	8	1	2	-5	-6
Cc1ccccc1OCC(O)CN1CCN(CCN2C(=O)c3cccc4cccc(c34)C2=O)CC1 (configuration not stated)	-4.8	0.6	20	x	102	12	25	-16	5	-7
COc1ccccc1NC(=O)CN1CCN(c2ccccc2OC)CC1	0.4	0.2	-3	9	104	0	0	-3	2	0
N/C(=N\OC(=O)Cc1ccc([N+](=O)[O-])cc1)c1cccc(Br)c1	-0.3	-0.2	-5	11	100	-5	-6	-3	-2	-3
COc1cc(C)c(NC(=O)C(=S)NCc2ccccc2)cc1C	-0.2	-0.3	1	-3	102	-6	-11	-5	-1	-2
CC1(C)Cc2ccccc2-c2nnc(-c3ccc(O)cc3)n21	-1.4	-0.6	-2	-3	98	-8	-2	4	-5	4
CC(=O)N1Cc2cc(C(=O)NCC(F)(F)F)nc(-c3cccc(-c4cc5ccccc5o4)c3)c2[C@@H]1CCO	0.4	0.2	x	x	86	0	x	x	-6	2
O=C(NCc1ccccn1)c1ccc(N2CCCC2=O)cc1	-3.3	0.0	-2	16	94	-1	-8	12	x	3
O=C(CSCc1ccc(Cl)c(Cl)c1)Nc1c[nH]c(=O)[nH]c1=O	2.4	0.1	-1	2	93	1	10	7	-3	6
COc1ccc(OCC(=O)N2CCC(Cc3ccccc3)CC2)cc1	0.1	0.0	-4	4	97	37	-3	-6	-2	4
